CAL PDZ FP-1 – untagged CAL PDZ binding inhibitors, primary screen, biochemical, fluorescence polarization, HTS; purified CAL PDZ, TMR-peptide fluorescence polarization, 1 h; hit rate 0.92% among 300,000; AID 602252, 2012; inhibition, % at 24.9 µM;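 active means mean inhibition of at least 30% with at least half of replicates also reaching 30%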;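 further: 0% = DMSO neutral control and 100% = excess unlabeled competitor peptide PRC23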
SR-BI HDL uptake – inhibitors of SR-BI mediated HDL lipid uptake, primary screen, ldlA[mSR-BI] cells, fluorescence, single point | ldlA[mSR-BI] CHO cells, DiI-HDL uptake fluorescence, 3 h | AID 488896, 2010 | inhibition, % at 12.5 µM | Scavenger receptor class B member 1 (Mus musculus), Q61009 | hit rate 0.96% among 320,000;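 active means mean replicate inhibition of at least 70% and a set share of replicates each scoring 70 or more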;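 further: 0% = median of neutral control wells and 100% = median of positive control wells; values of inactives mirror those of a sister screen read the other way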
Target sequence (Q61009 whole entry, looked up): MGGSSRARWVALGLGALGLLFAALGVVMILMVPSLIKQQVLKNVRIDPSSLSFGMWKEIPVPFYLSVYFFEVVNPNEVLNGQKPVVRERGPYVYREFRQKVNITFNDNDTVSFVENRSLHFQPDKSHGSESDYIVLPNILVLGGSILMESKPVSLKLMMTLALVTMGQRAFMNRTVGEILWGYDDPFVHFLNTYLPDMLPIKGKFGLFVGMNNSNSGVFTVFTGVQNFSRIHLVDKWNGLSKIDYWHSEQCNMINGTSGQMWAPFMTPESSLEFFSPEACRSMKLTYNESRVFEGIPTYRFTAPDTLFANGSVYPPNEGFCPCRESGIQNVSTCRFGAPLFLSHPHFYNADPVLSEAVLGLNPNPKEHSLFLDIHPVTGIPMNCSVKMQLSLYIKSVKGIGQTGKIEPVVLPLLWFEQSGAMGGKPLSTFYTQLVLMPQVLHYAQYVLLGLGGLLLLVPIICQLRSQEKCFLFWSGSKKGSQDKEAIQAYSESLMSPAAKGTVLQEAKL
SR-BI DiI-HDL act – activators of SR-BI mediated DiI-HDL uptake, primary screen, ldlA[mSR-BI] CHO cells, DiI fluorescence. 3 h; 100 = double the neutral-control signal. AID 504775, 2011. hit rate 0.096% among 320,000. activation, % at 12.5 µM;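 active means mean replicate activation of at least 60% and every replicate at or above 60%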;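 further: 0% = median plate neutral-control signal and 100% = twice that signal; values of inactives mirror those of a sister screen read the other way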
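system = CHO ldlA[mSR-BI] cells, LDL receptor-null, SR-BI overexpressing | medium = Ham's F12 with 0.5% BSA, HEPES 25 mM, pH 7.4 | probe or stimulus = DiI-HDL 10 µg/mL | compound dosing = single-point compound dose | incubation = compound exposure 3 h, 37 °C | technique = DiI fluorescence, bottom read | read-out = cell-associated DiI fluorescence as measure of HDL uptake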
MITF TRPM1 HTS – activators of MITF-driven TRPM1 promoter reporter, primary screen, cell-based, SK-MEL-5, luciferase, single point | SK-MEL-5 TRPM1-promoter luciferase, 24 h; % of positive control, neutral wells = 0 | activation, % at 12.5 µM | hit rate 0.75% among 300,000;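 active means mean activation of at least 80% with every replicate also reaching 80%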;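 further: 0% = neutral control wells and 100% = parthenolide positive control wells; values of inactives mirror those of a sister screen read the other way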
AddAB inh – growth inhibition of E. coli expressing H. pylori AddAB, primary screen, AddAB inhibitor project, absorbance | inhibition, % at 11.9 µM | hit rate 0.29% among 330,000; in the data active means inhibition above about 12%;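 further: 0% = vehicle wells of infected cells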
Tat transport – E. coli Tat export inhibitors, primary screen, MC4100, TorA-mCherry reporter, fluorescence, single point; inhibition, % at 10 µM; hit rate 0.036% among 340,000;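 active means mean replicate inhibition at least 50% and at least half of replicates individually reaching 50%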;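 further: exported cargo escapes ClpAP degradation while cytoplasmic cargo is degraded and loses fluorescence; 0% = median of neutral control wells and 100% = median of NaSCN control wells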
E coli growth – E. coli V3065 growth inhibition, primary screen, counter-screen for AddAB inhibitor project, absorbance, OD600; hit rate 0.27% among 330,000; AID 449728, 2010; inhibition, % at 11.9 µM; 18 h;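 active means inhibition above the campaign's mean inhibition across all tested compounds plus 3 SD, cut at about 9.9% in these data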;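 further: uninfected addAB+ strain grown without phage in ampicillin broth; 0% = DMSO wells and 100% = ciprofloxacin 0.95 µg/ml wells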
CAL PDZ FP-2 – CAL PDZ peptide-binding inhibitors, primary screen, biochemical, fluorescence polarization, Cer-tagged CAL PDZ, HTS; Golgi-associated PDZ and coiled-coil motif-containing protein (Homo sapiens), Q9HD26; purified CAL PDZ, TMR-peptide fluorescence polarization, 1 h; inhibition, % at 20 µM; hit rate 0.02% among 330,000; AID 504414, 2011;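 active means highest replicate inhibition of at least 40%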;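 further: plate controls were DMSO neutral control wells for no effect and unlabeled competitor peptide control wells for full effect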
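Read-out basis: mP drop reported as inhibition | Assay system: Tagged CAL PDZ protein CerCALP, purified | Benchmarks: Unlabelled peptide for full inhibition, DMSO wells as neutral | Schedule: 1 h incubation at room temperature before polarization reading | Buffer or medium: Sodium phosphate/NaCl buffer pH 7.4 with TCEP, IgG, Thesit | Doses: Single point, 20 µM | Measured by: Fluorescence polarization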
Wnt bcat act – Wnt/beta-catenin pathway activators, primary screen, cell-based, plate reader, single point; activation, % at 9.35 µM; hit rate 1.2% among 300,000; Wnt/beta-catenin reporter cell assay, activator; in the data active means activation above about 30%, passing the limit was not always enough;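 further: 0% = neutral control wells and 100% = positive control wells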
phage Ecoli inh – growth loss of phage-infected E. coli, primary screen, RecBCD inhibitor project, absorbance, with phage, HTS | hit rate 0.26% among 360,000 | inhibition, % at 11.9 µM; in the data active means inhibition above about 11%
The depositor's hits bear a star; nt = not tested or not shown; & = joins results of further samples.

SMILES	CAL PDZ FP-1	SR-BI HDL uptake	SR-BI DiI-HDL act	MITF TRPM1 HTS	AddAB inh	Tat transport	E coli growth	CAL PDZ FP-2	Wnt bcat act	phage Ecoli inh
O=C1NC(=Nc2ccc(Cl)cc2)SC1Cc1cccc(Cl)c1Cl (centres undefined)	-5	-8	8	2	1.5	-7	-1.6	-0.6	-1	3.8
Cc1c(C(=O)N2CCN(C)CC2)oc2ccc(Br)cc12	-2	21	-21	nt	3.0	6	-0.3	1.3	6	2.4
Cc1ccc(S(=O)(=O)NCCOc2nc(N(C)C)nc(N3CCOCC3)n2)cc1	26	24	-24	0	0.1	8	1.3	-0.8	2	0.8
CCn1cnc2cc([N+](=O)[O-])ccc21	2	-9	9	-1	1.4	1	-0.7	-2.3	1	0.2
Cn1c2ccccc2c(=O)c2cc(NCCCN3CCOCC3)ccc21	1	-5	5	55	7.9	-13	9.6	0.7	25	5.2
Cc1cc(C)c(S(=O)(=O)Oc2ccccc2[N+](=O)[O-])c(C)c1	12	32	-32	-22	nt	-8	nt	-0.4	-9	1.2
COCCSc1ccccc1C(=O)NCCCn1ccnc1	-6	-14	14	-4	0.9	-1	-0.7	-3.0	4	1.1
Cc1ccc(C)c(-n2c(CNC(=O)c3ccco3)nnc2SCC(=O)Nc2nnc(C)s2)c1	1	-22	22	-6	-0.6	6	-1.6	0.5	-2	2.0
CCCCSc1nc(C)c(CC(=O)OC)c(=O)[nH]1	-1	-17	17	-5	1.0	9	1.0	-2.4	nt	1.9
Cc1c(Cl)cccc1NC(=S)N1CCCN(Cc2ccc(F)cc2)C1	-1	nt	nt	-1	2.5	0	1.8	-2.1	-1	4.1
COC(CNC(=O)CCc1c(C)nc2c(c(C)nn2-c2ccc(C)cc2)c1C)OC	-6	52	-52	-5	nt	-7	nt	-1.2	-3	0.8
O=C(NNC(=S)Nc1ccc(F)cc1)c1cccc([N+](=O)[O-])c1	-1	-2	2	1	0.2	-3	0.8	0.6	-1	-0.5
COc1cccc(CN(C(=O)CN2C(=O)c3ccccc3S2(=O)=O)C(C(=O)NCC2CCCO2)c2ccco2)c1 (centres undefined)	5	nt	nt	-7	5.0	-4	1.1	-2.1	-1	-0.2
CC1CCN(S(=O)(=O)c2cccc(C(=O)NNC(=O)c3ccco3)c2)CC1	-2	10	-10	8	0.0	-5	-1.5	0.8	-1	0.9
COc1ccc(NS(=O)(=O)c2cnc[nH]2)cc1	nt	-4	4	-8	3.6	-16	1.2	0.0	0	3.4
CCOc1ccc(S(=O)(=O)N(C)c2ccc(OCC(=O)N3CCOCC3)cc2)cc1	-1	3	-3	nt	0.7	5	-2.0	-1.1	2	3.1
O=C1OCC2=C1C(c1ccc3c(c1)OCO3)Sc1ccccc1N2 (centres undefined)	-5	8	-8	nt	0.6	-2	-0.1	-1.2	nt	4.0
O=C(O)c1sccc1SCc1ccc(Cl)cc1Cl	-6	8	-8	-6	3.4	-7	1.9	-1.3	-2	4.4
CC1(C)Cc2c(c(-c3ccco3)[nH]c(=O)c2C#N)CS1	-1	-9	9	-2	2.1	-6	0.1	-2.1	-3	2.4
CCC(C)NC(=O)C1CCC(CNS(=O)(=O)c2cccc3nsnc23)CC1 (centres undefined)	-4	-34	34	-2	0.4	-4	2.3	-1.9	nt	nt
CC1=NNC(=O)C1Cc1ccccc1C (centres undefined)	-4	-4	4	6	-0.2	-8	-0.7	-0.5	1	0.2
COc1cc(C2C(C(=O)c3ccco3)=C(O)C(=O)N2CC2CCCO2)ccc1O (centres undefined)	nt	0	0	-2	0.2	-6	-2.8	0.4	0	-2.5
O=C(NCC1CCCO1)c1ccc2c(c1)N(Cc1ccccc1)C(=O)CS2=O (centres undefined)	nt	2	-2	nt	0.6	1	-1.2	-0.2	-6	2.4
O=C(NCCCCCCNC(=O)c1cccs1)c1cccs1	1	-15	15	7	0.2	-6	2.3	-1.7	26	3.3
Cc1ccc(S(=O)(=O)NCC(=O)NCc2cc(=O)n(C)c(=O)n2C)cc1C	3	-16	16	4	2.3	3	-0.8	-2.2	-2	0.1

Sorted by value in phage Ecoli inh (largest number first): three from the list above
SMILES | phage Ecoli inh
COc1ccc(NS(=O)(=O)c2cnc[nH]2)cc1 | 3.4
CC1(C)Cc2c(c(-c3ccco3)[nH]c(=O)c2C#N)CS1 | 2.4
O=C(NNC(=S)Nc1ccc(F)cc1)c1cccc([N+](=O)[O-])c1 | -0.5

Among those listed so far, 3 contain an aryl methoxy group:
SMILES	CAL PDZ FP-1	SR-BI HDL uptake	SR-BI DiI-HDL act	MITF TRPM1 HTS	AddAB inh	Tat transport	E coli growth	CAL PDZ FP-2	Wnt bcat act	phage Ecoli inh
COc1cccc(CN(C(=O)CN2C(=O)c3ccccc3S2(=O)=O)C(C(=O)NCC2CCCO2)c2ccco2)c1 (centres undefined)	5	nt	nt	-7	5.0	-4	1.1	-2.1	-1	-0.2
COc1ccc(NS(=O)(=O)c2cnc[nH]2)cc1	nt	-4	4	-8	3.6	-16	1.2	0.0	0	3.4
COc1cc(C2C(C(=O)c3ccco3)=C(O)C(=O)N2CC2CCCO2)ccc1O (centres undefined)	nt	0	0	-2	0.2	-6	-2.8	0.4	0	-2.5

Remaining list, next part.
SMILES	CAL PDZ FP-1	SR-BI HDL uptake	SR-BI DiI-HDL act	MITF TRPM1 HTS	AddAB inh	Tat transport	E coli growth	CAL PDZ FP-2	Wnt bcat act	phage Ecoli inh
O=C(Nc1ccccc1Sc1ccccc1)c1ccccc1F	-1	1	-1	7	0.2	4	-1.7	-1.4	9	0.8
CCOC(=O)c1cnc(-n2nc(C)cc2C)nc1NCCc1ccccc1	-7	39	-39	nt	-2.3	3	-1.4	-3.3	nt	-1.1
O=C(CCN1C(=O)c2ccccc2S1(=O)=O)N1CCN(c2ccc(F)cc2)CC1	nt	20	-20	3	-0.4	6	1.6	0.5	1	1.9
O=C(CNS(=O)(=O)c1ccc2ccccc2c1)OCC(=O)c1ccc(Br)s1	-5	-35	35	-2	5.4	-5	0.0	-0.5	-4&-4	1.7
CCCN(CC(=O)Nc1ccccc1C)C(=O)C1CC(=O)N(c2ccc(C)cc2)C1 (centres undefined)	-4	13	-13	-2	nt	5	nt	-0.8	-3	2.7
CSc1ccc(CCNC(=O)CN2C(=O)CCSc3ccccc32)cc1	-3	-3	3	-2	1.8	7	1.0	-0.3	1	2.1
Nc1ccc(C(=O)N/N=C/c2cn(Cc3ccccc3F)c3ccccc23)cc1	2	19	-19	-6	nt	2	nt	-0.7	-2	-1.5
CCCc1cc(=O)[nH]c(SCC(=O)Nc2ccc(C)cc2)n1	1	3	-3	-5	-1.5	10	1.0	-2.1	0	3.6
COc1ccc(OC)c(C(=O)CSc2nc3ccccc3n2CC(=O)NC(C)(C)C)c1	-5	15	-15	1	2.4	0	-0.3	nt	nt	0.5
Cc1nnc(SCCN2C(=O)c3ccccc3C2=O)[nH]c1=O	-2	-6	6	0	0.7	5	-2.8	-0.4	nt	3.6
CC1(C)CC(=O)C(CCC(=O)c2ccccc2)C(C)(C)N1 (centres undefined)	nt	-12	12	-6	0.0	11	-0.1	-0.5	-8	1.0
COc1cccc2c1C(=O)c1c(O)c3c(c(O)c1C2=O)C[C@@](O)(C(=O)CO)C[C@@H]3O[C@H]1C[C@H](N)[C@@H](O)[C@H](C)O1	4	0	0	-81	0.9	-25	-0.7	13	nt	nt
O=C(CCc1nc2ccccc2s1)c1ccccc1	12	12	-12	20	5.5	3	0.9	-0.7	21	-1.2
C=CCn1c(C)c(C(C)=O)c(N2CCOCC2)nc1=S	3	-6	6	10	0.7	-5	-0.4	-0.4	0	1.6
O=C1C=C(c2cccc(CO)c2)C[C@@H](c2ccc(Cl)cc2)C1	-2	39	-39	8	1.9	12	1.8	-0.3	-2	3.0
CCc1ccc(NS(=O)(=O)c2ccc(OC)c(C)c2)cc1	-2	-5	5	-4	0.3	5	0.0	nt	nt	4.0
COc1ccc(NC(=S)N2CCC(C(O)(c3ccccc3)c3ccccc3)CC2)cc1	-1	-34	34	-10	1.0	2	-2.0	-0.4	nt	-0.5

One compound at a time, from the list above:
Record of `COc1cccc2c1C(=O)c1c(O)c3c(c(O)c1C2=O)C[C@@](O)(C(=O)CO)C[C@@H]3O[C@H]1C[C@H](N)[C@@H](O)[C@H](C)O1` : CAL PDZ FP-1 = 4; SR-BI HDL uptake = 0; SR-BI DiI-HDL act = 0; MITF TRPM1 HTS = -81; AddAB inh = 0.9; Tat transport = -25; E coli growth = -0.7; CAL PDZ FP-2 = 13; Wnt bcat act = nt; phage Ecoli inh = nt
Record of `CCOC(=O)c1cnc(-n2nc(C)cc2C)nc1NCCc1ccccc1` : CAL PDZ FP-1 = -7; SR-BI HDL uptake = 39; SR-BI DiI-HDL act = -39; MITF TRPM1 HTS = nt; AddAB inh = -2.3; Tat transport = 3; E coli growth = -1.4; CAL PDZ FP-2 = -3.3; Wnt bcat act = nt; phage Ecoli inh = -1.1
